# Screening data from PubChem.
# Tau ThT inhib – inhibitors of human tau fibril formation, thioflavin T binding; AID 1460; hit rate 2.1% among 270,000; recombinant tau K18 P301L, heparin-induced fibrillization, ThT fluorescence; P10636; Potency, µM (top dose mostly 57.4 µM), without a hit: top-dose activity, negative = inhibition, hits mostly inhibitors; also: % is scaled to controls: 0 for no effect and ±100 for the full control effect; nearly all actives have a fitted effect of over 55% in size
# Target sequence (P10636 561-689 P618L limits assumed): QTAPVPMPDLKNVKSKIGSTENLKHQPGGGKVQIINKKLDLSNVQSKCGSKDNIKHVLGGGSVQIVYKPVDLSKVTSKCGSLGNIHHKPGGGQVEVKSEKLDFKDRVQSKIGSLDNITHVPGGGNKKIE
#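 Fibril formation assay: tau K18 P301L at 15 uM with trace Alexa 594 label, heparin inducer 20 uM, pH 7 sodium acetate buffer, 37 C for 6 hr; endpoint ThT signal.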
# GLA spleen mod – inhibitors or activators of human alpha-galactosidase in spleen homogenate | P06280 | human spleen homogenate, 4MU-alpha-Gal fluorescence, 40 min | Potency, µM (top dose mostly 80 µM), for the others: top-dose activity change, negative = inhibition, hits mostly inhibitors | hit rate 0.008% among 240,000 | AID 2107;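 also: 0% = enzyme with vehicle and -100% = no enzyme basal signal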
# Target sequence (P06280 32-429 limits assumed): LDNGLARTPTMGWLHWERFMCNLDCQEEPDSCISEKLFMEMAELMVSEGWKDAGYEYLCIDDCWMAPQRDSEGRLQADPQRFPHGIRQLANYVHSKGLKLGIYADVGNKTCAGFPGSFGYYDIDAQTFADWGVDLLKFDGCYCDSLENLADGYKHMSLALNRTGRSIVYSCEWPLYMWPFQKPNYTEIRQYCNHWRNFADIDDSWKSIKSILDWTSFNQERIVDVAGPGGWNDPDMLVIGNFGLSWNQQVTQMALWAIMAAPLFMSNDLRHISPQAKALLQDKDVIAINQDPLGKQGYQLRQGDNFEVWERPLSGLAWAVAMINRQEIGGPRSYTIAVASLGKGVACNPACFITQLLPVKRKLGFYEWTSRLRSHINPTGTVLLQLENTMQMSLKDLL
#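 Human spleen homogenate (1 ug) as enzyme source, 4-methylumbelliferyl-alpha-D-galactopyranoside 1 mM final, citrate/phosphate pH 5.0 with 0.01% Tween-20. Compounds 40 min at 37C, NaOH/glycine stop; fluorescence Ex 365/Em 440, Hill-fit AC50.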
# GAA spleen mod – inhibitors or activators of human alpha-glucosidase in spleen homogenate; P10253; human spleen homogenate, 4-MU-alpha-glucoside fluorescence; Potency, µM (doses to about 79.9 µM), inactives show top-dose activity change, negative = inhibition, usual class: inhibitors; hit rate 0.006% among 240,000; AID 2112;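 also: 0% = enzyme with vehicle and -100% = no enzyme basal signal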
#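 Compounds were titrated against alpha-glucosidase in spleen homogenate at pH 5.0, with 1 mM 4-methylumbelliferyl substrate for 40 min at 37 C. Reactions were quenched with pH 10 NaOH/glycine and fluorescence measured.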
# Tau fluor counter – counter-screen for tau fibril formation inhibitors. AID 1463. hit rate 0.93% among 280,000. Potency, µM (highest dose often 57.7 µM), inactives show top-dose activity change, negative = decrease. tau K18 P301L Alexa594 fluorescence, heparin fibrillization; also: % is scaled to controls: 0 for no effect and ±100 for the full control effect; nearly all actives have a fitted effect of over 55% in size
#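 Human tau K18 P301L (15 uM unlabeled, 0.24 uM Alexa 594-labeled) in 100 mM sodium acetate pH 7 with 20 uM heparin, 6 hr at 37 C. ThT 30 uM added, 1 hr ambient; Alexa 594 FP and total fluorescence read at 555/632 nm.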
# GAA inhib – alpha-glucosidase (human) inhibition. P10253. purified human GAA, 4-MU-alpha-glucoside fluorescence. Potency, µM (titrated, usually from 76.9 µM), for the others: at the top dose activity change, negative = inhibition, most hits filed as inhibitors. hit rate 0.005% among 200,000;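 also: plate controls were uninhibited enzyme wells for no effect and no-enzyme background for full effect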
#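 Read-out is 4-methylumbelliferone fluorescence (Ex 365/Em 440 nm) after NaOH/glycine stop at pH 10. Enzyme 4 nM, substrate 400 uM, pH 5.0 citrate buffer, 20 min room temperature; AC50 from Hill-equation concentration-response.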
# Tau FP inhib – inhibitors of human tau fibril formation; AID 1468; K18 P301L tau heparin fibrillization, Alexa594 FP, 6 h; hit rate 0.39% among 280,000; Potency, µM (titrated, usually from 57.7 µM), for the others: top-dose activity, negative = inhibition, hits mostly inhibitors; also: % is scaled to controls: 0 for no effect and ±100 for the full control effect; nearly all actives have a fitted effect of over 55% in size
#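 K18 P301L tau (15 uM unlabeled/0.24 uM Alexa 594-labeled, final) + compound + heparin 20 uM final; 100 mM NaOAc pH 7; 6 hr 37 C; ThT 30 uM final added, 1 hr RT; FP ex 555/em 632 nm.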
# GAA glycogen mod – inhibitors or activators of human alpha-glucosidase glycogen cleavage. P10253. recombinant GAA, glycogen substrate, Amplex Red glucose oxidase fluorescence. Potency, µM (doses to about 76.4 µM), for the others: at the top dose activity change, negative = inhibition, usual class: inhibitors. hit rate 0.38% among 300,000. AID 2100;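 also: 0% = full enzyme reaction and -100% = no-enzyme basal signal; the screen sought inhibitors and activators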
#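 qHTS, 1536-well; enzyme 4 nM final; cpd up to 77 uM; substrate bovine liver glycogen 30 ug; 50 mM citrate/phosphate pH 5.0, 0.01% Tween-20; 37 C, 40 min; Amplex Red detection 45 min RT; Hill fit → AC50.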
# HTT ATP protect – protects HTT-Q103 PC12 cells, measured by ATP. PC12 HTT-Q103 induced, cytoprotection, ATP luminescence, 40 h. Potency, µM (highest dose often 56.4 µM), without a hit: cytoprotection (ATP increase), actives largely listed as activators. hit rate 0.14% among 230,000;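 also: % of control where 0% means no effect; nearly all actives have a fitted effect of over 45% in size; toxic huntingtin expression switched on by the ecdysone agonist tebufenozide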
#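 Cells were plated at 1500 per well in phenol red-free DMEM with 5% equine and 5% calf serum. Tebufenozide (100 nM final) and compounds were added, then ATPlite reagent, and luminescence was read.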
# * hit, by the source's call; ? = inconclusive; / = not tested or not shown; [ ] = another dose, or the depositor's remark. Calls follow the shape of the dose curve; as a rule, active = well fitted curve in the direction sought with a large enough effect; inconclusive = small, poorly fitted or top-dose-only effect, or another doubt; inactive = no such curve, though single readings can be large; an effect the other way counts as inactive or inconclusive. Potency is read from the fitted curve at half-maximal effect.
# Every second line gives: Tau ThT inhib	GLA spleen mod	GAA spleen mod	Tau fluor counter	GAA inhib	Tau FP inhib	GAA glycogen mod	HTT ATP protect
- CCn1c(SCC(=O)Nc2cc(NC(C)=O)ccc2OC)nnc1-c1ccccn1
  1%	4%	1%	0%	-6%	4%	1%	17%
- Cc1ccc(C(=O)N(C)c2nnc(-c3ccncc3)s2)cc1
  -9%	5%	-1%	0%	14%	5%	22%	/
- Clc1c(CSc2nc3ccccc3o2)nc2ccccn12
  ?	-6%	-7%	-11%	-8%	?	-3%	-41%[10 µM]
- Cc1ccc(-c2csc(-c3nc(-c4ccc(Br)s4)cs3)n2)cc1
  -8%	/	/	-9%	/	-16%	11%[76.3 µM]	/
- CCNC(=O)c1nc[nH]c1C(=O)NCC
  -3%	-5%	0%	1%	-2%	0%	-9%	0%
- CCOc1ccccc1Nc1nnc(SC(C)C(=O)Nc2nc(-c3ccccc3)cs2)s1 (stereo unspecified)
  5%	3%	-3%	-3%	-3%	-1%	2%	27%[10 µM]
- Cn1cc2c(=O)n(/N=C/c3ccccc3)cnc2n1
  7%	-1%	-3%	3%	2%	-14%	13%	-8%[10 µM]
- O=C(C1CCN(Cc2ccc(F)cc2)CC1)N(CCc1ccccc1)Cc1ccccc1
  -7%	-2%	-2%	2%	?	1%	4%	13%[10 µM]
- O=c1c2cc(-c3ccccc3)sc2nc2n1N=C(c1ccccc1)CS2
  ?	-5%	-4%	-25%	/	-12%	9%	-15%[10 µM]
- O=C(CSCc1ccc(F)cc1)NCc1ccc2c(c1)OCO2
  -9%	6%	-1%	-4%	-12%	-2%	-13%	-4%[10 µM]
- COc1cc(Br)cc2cc(C(=O)N3CCN(c4ccccn4)CC3)c(=O)oc12
  -18%	5%	-1%	-11%	-10%	13%	2%	11%
- COc1ccccc1-n1c(SC)nc(O)cc1=O
  -20%	5%	2%	-6%	-7%	9%	4%	-23%
- CCCCCCCCC(=O)N/N=C(\C)c1ccco1
  -4%	-10%	-5%	0%	?	8%	11%	/
- Cc1ccc(CNC(=O)CS(=O)CC(=O)O)cc1 (stereo unspecified)
  -4%	-1%	0%	-1%	7%	2%	0%	11%
- CCN1CCN(c2nc(Nc3ccc(NC(C)=O)cc3)nc(Nc3ccc(NC(C)=O)cc3)n2)CC1
  /	-6%	4%	-30%	/	0%	-7%	-1%[10 µM]
- CCOc1ccc(C(=O)c2ccc(OCC)c(N)c2)cc1N
  -18%	4%	-2%	-18%	-1%	11%	-21%	-16%
- CCOC(=O)C1CCCN(C(=O)c2nn(-c3ccc(OC)cc3)c(=O)c3c2c2ccccc2n3C)C1 (stereo unspecified)
  -7%	/	/	-13%	/	2%	-16%[76.3 µM]	/
- O=C(OCC1CC(c2ccccc2Cl)=NO1)c1ccc(Br)cc1 (stereo unspecified)
  ?	6%	-1%	-23%	-1%	-6%	9%	-5%[10 µM]
- Cc1cc(C(=O)N2CCc3ccccc32)c2cc(F)ccc2n1
  -5%	15%	6%	-5%	-4%	-14%	7%	0%
- O=c1ccc(/C=C/c2ccccc2)nn1Cc1ccc(F)cc1
  ?	2%	4%	-18%	-5%	-4%	-4%	-31%[inhibitor]
- CCCCc1nc(NCc2ccccc2)c(C#N)c2c1COC(C)(C)C2
  -4%	13%	-13%	-7%	1%	4%	3%	-7%
- Nc1nc(N2C(=O)C3CC=CCC3C2=O)nn1-c1ccccc1 (stereo unspecified)
  4%	-7%	-3%	10%	-1%	-1%	4%	8%[0.074 µM]
- COc1ccccc1NC(=O)C1=C(C)Nc2nnnn2C1c1cccc(C)c1 (stereo unspecified)
  -5%	7%	0%	-4%	-6%[15.4 µM]	-5%	-4%	-7%
- Cc1ccc(NC(=O)COC(=O)CNC(=O)c2ccco2)cc1
  1%	-2%	-14%	3%	-6%	0%	5%	-10%[10 µM]
- CCOC(=O)C1(CC2CCCCO2)CCN(C2CCSCC2)CC1 (stereo unspecified)
  -3%	-10%	-5%	-1%	/	-2%	-2%	-3%[10 µM]
- O=C(CN1CCCC1)Nc1ccc([N+](=O)[O-])cc1Cl
  -10%	-4%	-3%	-11%	-5%	4%	-13%	-23%
- Cc1sc2nc(CN3CCOCC3)nc(Cl)c2c1C
  8%	1%	9%	11%	3%	5%	-4%	6%[10 µM]
- CCC(=O)Nc1ccc(Cl)c(NC(=O)C(C)C)c1
  2%	5%	2%	3%	4%	3%	-2%	8%[10 µM]
- Cc1cc(NC(=O)C2CCCC2)nc2c1c(=O)oc1ccccc12
  -8%	-13%	-18%	-28%	-8%	-10%	-5%	-29%
- CCOc1ccc(C(=O)Nc2cc(-c3nc4ccccc4[nH]3)ccc2Cl)cc1[N+](=O)[O-]
  ?	12%	1%	?	-7%	?	-9%	-8%[10 µM]

# Four entries from above, with each value named:
> CCOc1ccc(C(=O)Nc2cc(-c3nc4ccccc4[nH]3)ccc2Cl)cc1[N+](=O)[O-]
  Tau ThT inhib: ?	GLA spleen mod: 12%	GAA spleen mod: 1%	Tau fluor counter: ?	GAA inhib: -7%	Tau FP inhib: ?	GAA glycogen mod: -9%	HTT ATP protect: -8%[10 µM]

> CCOc1ccccc1Nc1nnc(SC(C)C(=O)Nc2nc(-c3ccccc3)cs2)s1 (stereo unspecified)
  Tau ThT inhib: 5%	GLA spleen mod: 3%	GAA spleen mod: -3%	Tau fluor counter: -3%	GAA inhib: -3%	Tau FP inhib: -1%	GAA glycogen mod: 2%	HTT ATP protect: 27%[10 µM]

> O=c1ccc(/C=C/c2ccccc2)nn1Cc1ccc(F)cc1
  Tau ThT inhib: ?	GLA spleen mod: 2%	GAA spleen mod: 4%	Tau fluor counter: -18%	GAA inhib: -5%	Tau FP inhib: -4%	GAA glycogen mod: -4%	HTT ATP protect: -31%[inhibitor]

> CCOC(=O)C1CCCN(C(=O)c2nn(-c3ccc(OC)cc3)c(=O)c3c2c2ccccc2n3C)C1 (stereo unspecified)
  Tau ThT inhib: -7%	GLA spleen mod: /	GAA spleen mod: /	Tau fluor counter: -13%	GAA inhib: /	Tau FP inhib: 2%	GAA glycogen mod: -16%[76.3 µM]	HTT ATP protect: /

# Record cards (already shown).
# `Cc1ccc(NC(=O)COC(=O)CNC(=O)c2ccco2)cc1` as listed: Tau ThT inhib: 1%; GLA spleen mod: -2%; GAA spleen mod: -14%; Tau fluor counter: 3%; GAA inhib: -6%; Tau FP inhib: 0%; GAA glycogen mod: 5%; HTT ATP protect: -10%[10 µM]
# `CCC(=O)Nc1ccc(Cl)c(NC(=O)C(C)C)c1` as listed: Tau ThT inhib: 2%; GLA spleen mod: 5%; GAA spleen mod: 2%; Tau fluor counter: 3%; GAA inhib: 4%; Tau FP inhib: 3%; GAA glycogen mod: -2%; HTT ATP protect: 8%[10 µM]

# Next results follow.
# Every second line gives: Tau ThT inhib	GLA spleen mod	GAA spleen mod	Tau fluor counter	GAA inhib	Tau FP inhib	GAA glycogen mod	HTT ATP protect
- COc1ccccc1NS(=O)(=O)c1cc(N)ccc1N1CCCCC1
  ?	4%	-6%	?	-4%	4%	?	-27%
- COc1ccc(C(=O)N/C(=C/c2cccs2)c2nc3ccccc3[nH]2)cc1OC
  -7%	2%	-15%	-10%	-2%	-4%	-8%	3%[10 µM]
- Cc1sc2ncn(CC(=O)Nc3cccc(C(F)(F)F)c3)c(=O)c2c1S(=O)(=O)N1CCN(C)CC1
  -6%	/	/	-19%	/	-4%	7%[76.3 µM]	/
- Cn1c(=O)[nH]c(=O)c2c1nc(NC1CCCCC1)n2CC(=O)NC1CCCCC1
  5%	4%	-1%	4%	-3%	2%	-16%	5%[10 µM]
- COc1cc(CO)c(Br)cc1OCC(=O)Nc1ccccc1C
  0%	1%	-4%	-6%	-7%	-2%	6%	-3%
- Cc1cc(N2CCOCC2)nc(SCc2c(Cl)cccc2Cl)n1
  -15%	2%	-7%	-20%	-6%	-4%	4%	4%[10 µM]
- FC(F)(F)c1cccnc1-n1cncn1
  -4%	7%	-12%	1%	-3%	4%	3%	7%[10 µM]
- C=CCn1sc(N)c(C(=O)OCC)c1=S
  -7%	-7%	-3%	-12%	0%	7%	-1%	-5%
- CS(=O)(=O)N(CC(=O)NCc1cccnc1)Cc1ccc(Cl)cc1
  -6%	3%	1%	0%	1%	4%	5%	9%[0.074 µM]
- COc1cccc(CNC(=O)Cn2cc3c(n2)-c2c(oc(C(=O)N4CCCC4)c2C)CC3)c1
  ?	/	/	-10%	/	3%	15%[76.3 µM]	/
- O=C(c1ccc(F)cc1)C1CCN(C(=S)Nc2ccccc2)CC1
  -8%	6%	-8%	-9%	0%	-6%	9%	7%
- CS(=O)(=O)c1oc(-c2ccc(F)cc2)nc1S(=O)(=O)c1ccc(Cl)cc1
  ?	/	/	-4%	/	?	15%[76.3 µM]	/
- Cc1nn(Cc2ccccc2)c2sc(C(=O)N3CCN(Cc4ccc5c(c4)OCO5)CC3)cc12
  -8%	1%	2%	-7%	-6%	9%	-7%	-8%[10 µM]
- COC(=O)Cc1c(C)nc2nc[nH]n2c1=O
  -2%	-12%	-1%	-7%	?	2%	4%	25%[10 µM]
- CCOC(=O)[C@H]1CCC[C@@H](NS(=O)(=O)c2ccc(NC(C)=O)cc2)C1
  0%	9%	3%	-2%	-1%	-6%	-7%	-11%[0.074 µM]
- O=C(NC1CCN(Cc2ccccc2)CC1)C1CCN(S(=O)(=O)c2cccc3nsnc23)CC1
  -13%	7%	5%	1%	5%	-4%	5%	22%[10 µM]
- Cc1ccc(S(=O)(=O)N2CCOCC2)cc1C(=O)Nc1ccc(C(N)=O)cc1
  -6%	2%	-1%	-15%	8%[15.4 µM]	-7%	0%	7%[10 µM]
- O=C(Cn1cc([N+](=O)[O-])cn1)NCCc1nc2ccccc2[nH]1
  -2%	-2%	-3%	0%	6%	-4%	-2%	9%
- CC(Sc1nc(N(C)C)nc(N2CCOCC2)n1)C(=O)Nc1ccccc1 (stereo unspecified)
  1%	-17%	-11%	-2%	-14%	0%	4%	-5%[1.9 µM]
- CCn1c(=O)[nH]c2cc(C(=O)Nc3cc(C)cc(C)c3)ccc2c1=O
  11%	-7%	-4%	11%	2%	0%	0%	/
- COCCNc1ccc(-c2nc(-c3ccncc3)no2)cc1[N+](=O)[O-]
  5%	/	/	-2%	/	8%	13%[76.3 µM]	/
